NR3A LBD binder – NR3A (human) ligand-binding domain modulation; 340,000 compounds, 2.5% hits; NR3A LBD differential scanning fluorimetry, Tm shift; 0% = protein alone, 100% = glycine-bound protein; Tm shift relative to glycine control, % at 25 µM;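 active = melting temperature shift of at least 10% of the positive control shift, at one fixed dose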
tim23-1 inh – tim23-1 yeast growth inhibition; S. cerevisiae tim23-1 growth, BacTiter-Glo luminescence, 24 h; inhibition, % at 20 µM; 330,000 compounds, 1.3% hits;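 active = growth inhibition of the mutant yeast at or above 50%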;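 also: temperature-sensitive mutant grown at 25 °C; plate controls were DMSO-treated mutant yeast for no effect and medium wells lacking yeast for full effect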
TIM10 inh – inhibits growth of TIM10 yeast strain; S. cerevisiae TIM10 strain growth, BacTiter-Glo luminescence, 24 h; inhibition, % at 10 µM; 330,000 compounds, 1.4% hits;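 active = inhibition of 40% or more at the single tested concentration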;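 also: wild-type TIM10 isogenic control strain grown at permissive 25 °C; 0% = DMSO yeast wells and 100% = minimal medium wells without yeast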
XBP1 UPR activ – activators of adaptive arm of unfolded protein response (XBP1) | CHO-XBP1 luciferase reporter, IRE1-XBP1 UPR activation, luminescence; percent of tunicamycin response, DMSO as zero | activation, % at 20 µM | 330,000 compounds, 0.33% hits;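 active = versus positive control, 20 µM dose yields 30% or more activation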;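 also: 100% = tunicamycin at 10 µg/mL and 0% = DMSO only wells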
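Test system: CHO-XBP1 luciferase reporter cells | Buffer or medium: Serum-containing F12 medium, 10% FBS | Schedule: 6 h compound exposure at 37 °C, 5% CO2 | Detection: Steady-Glo luciferase glow luminescence, 10 min after reagent addition | Read-out basis: Activation, % of tunicamycin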
NLRP3 yeast inh – NALP3 inhibition in yeast. Yeast reconstituted NLRP3/ASC/caspase-1, beta-gal luminescence, 24 h. AID 2825. inhibition, % at 10 µM. 330,000 compounds, 0.39% hits;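 active = inhibition of 50% or more; inactive = inhibition below 50%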;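 also: plate controls were induced DMSO wells for no effect and uninduced yeast grown without galactose for full effect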
tim10-1 inh – growth inhibitors of tim10-1 mutant yeast; 330,000 compounds, 2.2% hits; AID 463190; inhibition, % at 20 µM; S. cerevisiae tim10-1 ts strain growth, BacTiter-Glo, 24 h;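 active = inhibition of at least 40%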;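 also: mutant grown at 25 °C; 0% = DMSO wells with yeast and 100% = wells holding no yeast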
Mdm2 MdmX PPI – inhibitors of human Mdm2/MdmX interaction | SaOS-2 split-luciferase Mdm2/MdmX complementation, luminescence | inhibition, % at 8 µM | AID 485346 | 330,000 compounds, 3% hits;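 active = inhibition of at least 50% at 8 µM in the primary screen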
APJ agonist – agonists of human APJ apelin receptor; P35414; CHO-K1 APJ PathHunter beta-arrestin, luminescence; 0% DMSO wells, 100% apelin; activation, % at 20 µM; AID 2520; 330,000 compounds, 0.11% hits;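 active = activation more than six SD over the plate average, tested at 20 µM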;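 also: 0% = DMSO alone and 100% = apelin-13 at 10 nM; some results filed as inactive read as strong as hits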
Target sequence (P35414 whole entry, looked up): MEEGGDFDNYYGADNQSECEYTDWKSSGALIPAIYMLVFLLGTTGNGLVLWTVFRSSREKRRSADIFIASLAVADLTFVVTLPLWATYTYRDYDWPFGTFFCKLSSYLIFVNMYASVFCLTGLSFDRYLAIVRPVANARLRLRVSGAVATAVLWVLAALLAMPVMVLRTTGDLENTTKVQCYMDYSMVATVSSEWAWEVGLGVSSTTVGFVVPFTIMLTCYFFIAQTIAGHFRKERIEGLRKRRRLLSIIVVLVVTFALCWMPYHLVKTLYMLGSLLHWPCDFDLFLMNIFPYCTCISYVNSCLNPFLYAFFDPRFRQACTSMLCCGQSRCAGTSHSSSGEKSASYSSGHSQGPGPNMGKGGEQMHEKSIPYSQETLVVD
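Assay system – PathHunter CHO-K1 APJ (AGTRL-1) beta-arrestin reporter cells · Compound – one dose, 20 µM compound, 1% DMSO · Timing – compound 90 min 25 °C, reagent 1 h · Measured by – luminescence from split beta-galactosidase complementation, Galacton Star/Emerald II substrate · Measure – beta-arrestin recruitment to APJ as agonist activity, luminescent signal · Benchmarks – DMSO vs Apelin-13 10 nM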
CHOP UPR activ – apoptotic UPR (CHOP) activation | CHO-CHOP luciferase reporter, luminescence; percent of tunicamycin response over DMSO baseline | AID 449763 | 330,000 compounds, 0.34% hits | activation, % at 10 µM;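 active = at 10 µM dose, activation of 40% or more, normalized to positive control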;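 also: 100% = tunicamycin at 10 µg/mL and 0% = DMSO alone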
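Test system: CHO-CHOP cells, stable luciferase reporter of PERK-eIF2a-CHOP signalling | Quantity: 500 CHO-CHOP cells per well | Buffer or medium: F12 plus 10% serum | Compound dosing: 10 µM single point, 0.5% DMSO | Schedule: 6 h compound treatment, 37 °C | Signal: Luciferase luminescence | Control set: Tunicamycin high control, DMSO low control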
The depositor's hits bear a star. Compounds were not picked by outcome. About 8.2% of those tested had a hit in this group.

SMILES	NR3A LBD binder	tim23-1 inh	TIM10 inh	XBP1 UPR activ	NLRP3 yeast inh	tim10-1 inh	Mdm2 MdmX PPI	APJ agonist	CHOP UPR activ
COC(=O)c1ccc(CSc2nc3ccccc3s2)o1	3.1	10.4	7.4	1.8	41.5	9.5	-36.8	2.6	3.2
O=C(CCCc1nc2ccccc2s1)N1CCN(S(=O)(=O)c2cccs2)CC1	2.6	7.9	19.4	-2.3	11.6	34.3	9.3	3.5	-0.2
COc1ccccc1-c1nnc2sc(COc3ccc(Cl)cc3Cl)nn12	-16.9	20.4	12.8	1.1	32.9	18.7	6.9	-4.9	-0.6
O=C(c1cccc(Br)c1)c1conc1C(=O)c1ccco1	-0.3	54.4*	42.5*	-2.1	-4.2	48.1*	6.0	0.6	-1.1
O=C(CSc1nnnn1-c1ccccc1)Nc1nsc(-c2ccccc2)n1	-2.5	-24.9	-11.6	2.1	4.4	23.8	84.3*	-4.7	-4.4
C/C(=N\OC(=O)c1ccc(Cl)c(Cl)c1)c1sc(C)nc1C	-0.4	16.9	13.1	-3.8	2.4	20.9	-4.9	-0.7	3.9
COc1ccc(S(=O)(=O)N(C)c2ccc(C(=O)NCCC(C)C)cc2)cc1	-4.2	20.1	-5.8	1.8	20.5	29.2	-9.0	-2.7	2.3
NC(=O)Cn1cc(C(=O)C(=O)N2CCOCC2)c2ccccc21	-12.8	-0.7	3.4	-2.1	11.5	-0.3	7.8	-1.4	0.5
O=C(CCCSc1ccccc1)Nc1ccc(Cl)c(S(=O)(=O)N2CCOCC2)c1	-0.8	-9.8	-11.2	-0.5	4.8	4.1	19.8	-0.5	1.4
CC(C)C(=O)N1c2ccccc2NC2=C(C(=O)CCC2)C1c1ccc(N(C)C)cc1 (stereo not drawn)	0.1	4.1	-2.2	-1.6	-1.1	5.4	4.1	-1.4	1.5
Cc1ccccc1NS(=O)(=O)c1ccc(C(=O)NCCCN2CCCC2=O)cc1	5.8	9.5	-0.4	1.7	18.7	8.2	15.7	3.0	1.0
Cc1cc(CSc2ccccc2)ccc1NC(=O)c1ccc(Cl)c([N+](=O)[O-])c1	-9.6	0.1	-14.5	-0.9	20.5	12.2	34.2	5.0	-1.3
COc1ccc(CNC(=O)Cn2c(=O)n(CC(=O)N3CCCCC3)c(=O)c3sccc32)cc1	-1.9	-6.9	-5.5	-4.5	12.9	-6.3	7.2	1.5	0.0
OCCNCc1ccc(-c2ccccc2)cc1	2.9	11.3	-7.4	-1.1	7.9	-3.8	-2.5	-3.5	0.3
C=C(C)c1cccc(C(C)(C)NC(=O)Nc2nncs2)c1	-1.3	8.9	-0.7	-2.5	-8.1	-6.2	15.6	-4.5	-0.7
COc1ccc(C(O)(CCC(C)C)C(CN2CCOCC2)c2ccc(Cl)cc2)cc1 (stereo not drawn)	16.3*	20.4	16.8	-1.5	1.1	17.4	6.9	-1.7	-0.7
O=C(O)CNC(=S)NCc1ccccc1	0.6	2.3	7.8	1.1	2.9	-1.9	2.9	-1.2	1.8
O=Cc1ccc(-c2ccccc2C(=O)O)o1	0.6	10.7	3.8	-2.0	12.9	4.2	5.9	-1.9	-0.7
O=C1COc2ccc(C(=O)COC(=O)c3ccco3)cc2N1	0.8	7.6	-13.1	2.6	4.2	12.2	23.8	0.7	5.0
CCCc1cc(=O)[nH]c(SCc2cccnc2)n1	1.8	-4.5	-19.3	-1.5	12.3	-16.2	12.8	-7.9	-1.3
Cc1nnc(SCC(=O)Nc2sccc2C(N)=O)n1Cc1ccccc1	-1.5	-4.3	-4.5	-1.2	-0.2	-1.4	18.8	-0.8	-2.4
COc1cccc(NC(=O)c2nnn(CC(=O)Nc3cc(C)cc(C)c3)c2N)c1	2.2	-3.9	-19.6	5.4	12.3	-7.7	74.0*	-0.3	3.6
O=C(O)c1[nH]c2ccccc2c1NS(=O)(=O)c1ccc(F)cc1	0.1	10.2	6.0	-4.7	0.8	11.5	-4.7	-2.4	-0.5
Cc1ccc(-c2c(C#N)c(N)nc3c2CCCC3)o1	0.5	12.8	12.8	14.4	17.1	8.6	22.0	-4.6	1.2
CCN(C(=O)CSc1nc2ccc(O)cc2c(=O)n1-c1ccc(OC)c(OC)c1)C1CCS(=O)(=O)C1 (stereo not drawn)	0.4	11.0	-3.0	0.3	13.8	2.1	23.6	-0.6	1.7

The results go on:
SMILES	NR3A LBD binder	tim23-1 inh	TIM10 inh	XBP1 UPR activ	NLRP3 yeast inh	tim10-1 inh	Mdm2 MdmX PPI	APJ agonist	CHOP UPR activ
O=C(CC1Nc2ccccc2NC1=O)NCc1cccnc1 (stereo not drawn)	-0.2	8.6	3.5	0.6	-2.6	5.8	-3.8	-0.2	-2.0
COc1ccc(CCNS(=O)(=O)c2ccc3c(c2)CCN3C(=O)CCC(=O)O)cc1OC	-2.7	1.7	-9.6	-0.7	5.8	10.4	6.3	-5.1	-0.9
CCN(CC)S(=O)(=O)c1ccc(C(=O)NCC(c2ccc(OC)cc2)N2CCOCC2)cc1 (stereo not drawn)	0.2	7.0	19.8	-1.9	9.2	19.8	19.6	-2.4	-1.2
CCc1nc2ccccc2c(C(=O)OCC(=O)C(C)(C)C)c1C	-3.5	25.5	0.8	-2.7	30.5	31.6	8.8	-2.9	-1.2
CCN(CC)S(=O)(=O)c1ccc(N(C)C)c(NC(=O)CSCc2c(C)noc2C)c1	0.2	18.0	11.9	-3.8	18.4	28.3	26.2	-5.6	-1.5
CCOc1ccc(NC(=S)Nc2ccc(F)cc2)cc1	-7.9	26.8	-9.4	-6.2	13.3	3.2	9.7	-2.2	0.5
COc1ccc(S(=O)(=O)N2CCOC2CNC(=O)C(=O)NCCc2ccccc2)cc1C (stereo not drawn)	2.4	21.0	1.1	-2.4	-7.9	15.3	3.4	0.1	1.8
CC(/C=N/NC(=O)c1nnn(-c2nonc2N)c1CN1CCCCC1)=C\c1ccccc1	1.7	22.1	3.2	3.9	4.1	15.0	18.4	2.2	0.1
C=CCSc1ncnc2c1oc1nc3c(cc12)COC(C)(C)C3	1.1	23.4	21.0	5.2	19.3	21.4	-56.0	-0.6	6.6
COc1ccc(CCNC(=O)NCCc2c[nH]c3ccccc23)cc1OC	1.4	11.6	4.7	-4.3	8.4	-5.2	13.7	-5.3	0.5
Cc1oc(-c2ccccc2F)nc1CS(=O)CC(=O)NC1CC1 (stereo not drawn)	0.4	8.0	-0.2	-2.4	10.6	8.7	2.2	1.0	1.2
CCOC(=O)c1sc(=NC(=O)c2ccc(C)c(C)c2)n(C)c1C	-0.8	7.3	14.3	-0.5	16.3	-8.6	-9.2	-6.2	5.4
Cc1c(/C(O)=C2/C(=O)C(=O)N(CCN(C)C)C2c2ccc(C(C)C)cc2)cnn1-c1ccccc1 (stereo not drawn)	-0.2	-3.4	-0.4	0.0	10.6	13.4	21.7	-5.8	-0.7
CCC(C)(C)NC(=O)Cn1c(-c2ccc(C)cc2)noc1=O	-3.0	7.3	2.5	-2.5	2.1	-7.7	-11.6	0.8	0.7
COc1ccc(C(=O)N2CCC3(CC2)NCCc2[nH]cnc23)cc1	-0.1	-13.2	9.9	0.4	6.2	-6.4	28.3	-1.0	-0.7
CCOC(=O)Cn1nc(-c2ccc(Cl)cc2)cc1N	1.1	12.0	-0.6	-0.9	-2.6	12.5	-16.6	-3.2	5.4
CCOc1ccccc1NC(=O)CCNC(=O)c1ccc(Cl)cc1	1.2	-1.4	-4.7	0.5	14.0	-0.2	6.8	-2.6	2.1
Cn1nnnc1SCc1ccc(F)cc1	0.2	-1.3	-15.6	-1.7	-4.8	-16.7	10.7	-2.8	-2.6
O=C(NCCN1CCOCC1)C(=O)NCC1OCCN1S(=O)(=O)c1cc(F)ccc1F (stereo not drawn)	1.9	3.2	-1.1	-3.6	1.8	7.8	16.1	-3.8	0.0
C/C(=N/N=C1/NC(=O)CC(C(=O)O)S1)c1ccccc1 (stereo not drawn)	-4.5	-3.3	-3.2	-5.9	18.9	1.0	6.9	-0.1	-0.5
O=C(CCCCCN1C(=O)c2cccc([N+](=O)[O-])c2C1=O)Nc1ccccc1F	0.0	15.0	10.3	-2.5	6.5	12.0	9.2	3.1	-2.4
O=C(NC(=S)N1CCN(c2ccc([N+](=O)[O-])cc2)CC1)c1ccccc1Cl	-9.5	5.5	20.6	-2.5	9.0	14.4	2.8	-1.4	-2.2
Cc1ccc(Cl)cc1NC(=O)C1CCCN1S(=O)(=O)c1ccc(-c2ccc(=O)[nH]n2)s1 (stereo not drawn)	-5.2	23.6	3.6	-9.7	19.7	-2.7	30.9	-2.6	-0.2
CCCNC(=O)c1sc2c(c1C(=O)Nc1ccccn1)CCCC2	-2.4	38.4	14.6	-0.8	11.3	47.3*	1.0	-2.0	2.1
Cc1ccc(C(=O)NCCSC(C)(C)C)cc1[N+](=O)[O-]	1.5	9.2	15.2	-0.5	20.2	7.9	8.0	-1.1	1.8

Additional compounds
SMILES	NR3A LBD binder	tim23-1 inh	TIM10 inh	XBP1 UPR activ	NLRP3 yeast inh	tim10-1 inh	Mdm2 MdmX PPI	APJ agonist	CHOP UPR activ
COc1ccc(Nc2nnc(-c3ccc(C(=O)NCCO)cc3)c3ccccc23)cc1	0.1	0.3	3.7	-5.0	19.5	16.2	17.6	-0.9	-0.3
CCc1cc2ccc(C)cc2nc1SCC(=O)Nc1cc(OC)c(OC)cc1C(=O)O	-15.0	6.9	5.2	-3.4	6.9	8.6	-5.1	4.1	1.8
NC(=O)C1CCCN(C(=O)c2ccc3c(c2)NC(=O)CS3)C1 (stereo not drawn)	1.0	-12.4	0.7	-3.6	10.8	-2.3	12.9	-4.1	0.7
COc1ccc(CNC(=O)Nc2ccc3c(c2)N(C)C(=O)CS3)cc1	0.3	2.0	-14.8	-2.1	17.2	4.9	1.9	-5.2	-0.2
COc1ccc(CCNCC(C)c2ccccc2)cc1 (stereo not drawn)	-0.7	3.3	-6.6	-2.0	14.7	-0.5	-1.6	-3.6	-1.6
CCCn1c(-c2cccc([N+](=O)[O-])c2)nc2c1c(=O)[nH]c(=O)n2Cc1ccccc1	-4.6	-7.6	-20.0	2.9	8.6	-14.5	0.2	-0.7	4.3
Cc1ccc(S(=O)(=O)N2[C@@H](c3ccc(F)cc3)C(C(=O)O)=CC[C@H]2c2cccc(Cl)c2)cc1	-19.1	16.6	14.6	0.8	-6.0	19.2	23.4	-1.5	0.3
CCCCn1c(-c2nonc2N)nc2ccccc21	1.2	-0.2	-10.2	-0.6	-9.7	-16.4	61.2*	0.3	1.7

Two entries picked at random from the list so far, as already listed:
SMILES	NR3A LBD binder	tim23-1 inh	TIM10 inh	XBP1 UPR activ	NLRP3 yeast inh	tim10-1 inh	Mdm2 MdmX PPI	APJ agonist	CHOP UPR activ
CCCn1c(-c2cccc([N+](=O)[O-])c2)nc2c1c(=O)[nH]c(=O)n2Cc1ccccc1	-4.6	-7.6	-20.0	2.9	8.6	-14.5	0.2	-0.7	4.3
CCCCn1c(-c2nonc2N)nc2ccccc21	1.2	-0.2	-10.2	-0.6	-9.7	-16.4	61.2*	0.3	1.7

From PubChem
